GalR3 antagonist: GalR3 antagonists in HEK293 cells, primary screen, cell-based, fluorescence readout. Galanin receptor type 3 (Homo sapiens), O60755. HEK293 GalR3-CNG cAMP membrane potential fluorescence; galR3 body fused to GalR1 C-terminus. inhibition, % at 3 µM. 360,000 tested, 0.44% active. AID 651719, 2012;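 active = inhibition above the screen-wide average plus 3 SD, cut at about 13% in these data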;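 also: forskolin and galanin both at EC90 stimulate the cells; cAMP rise reported by CNG channel membrane potential dye signal; 0% = forskolin plus galanin with DMSO and 100% = forskolin alone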
Target sequence (O60755 1-299 limits assumed): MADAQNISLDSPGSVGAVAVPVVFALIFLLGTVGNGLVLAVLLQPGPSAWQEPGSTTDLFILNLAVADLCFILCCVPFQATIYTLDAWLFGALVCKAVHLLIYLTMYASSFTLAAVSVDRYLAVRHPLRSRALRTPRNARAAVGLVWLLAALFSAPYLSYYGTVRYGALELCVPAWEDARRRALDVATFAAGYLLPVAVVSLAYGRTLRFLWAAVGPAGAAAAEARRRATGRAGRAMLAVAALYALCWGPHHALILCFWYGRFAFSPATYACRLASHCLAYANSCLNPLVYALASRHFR
Numbers without * were called inactive. Not all compounds are listed (hit frequency here may not be typical).

GalR3 antagonist | molecule
-5 | CC(C)CC1C(=O)N(Cc2cn(CCC3OCCCO3)nn2)CCS(=O)(=O)N1Cc1ccc(-c2ccc(Cl)nc2)cc1 (stereo not drawn)
-5 | Cc1ccc(-c2c(C(=O)c3ccc(Br)cc3)[nH]c(N)c2C(=O)NCc2ccc(Cl)cc2)cc1
-6 | CCN1C(=O)[C@H]2[C@@H](c3ccc(C(F)(F)F)cc3)N[C@]3(CCCN(Cc4ccc(F)cc4)C3=O)[C@H]2C1=O
-7 | C#CCNC(=O)C[C@@H]1C[C@@]2(C(=O)OCC)CCC=C2N(Cc2cccc3ccccc23)C1=O
-7 | O=C(c1ccccc1F)N1CCC2CC1c1cc(-c3ccc4c(c3)OCO4)ccc12 (stereo not drawn)
-5 | C[C@@H]1CCCCO[C@H](CN(C)C(=O)c2ccccc2)[C@@H](C)CN([C@H](C)CO)C(=O)c2cc(NC(=O)NC3CCCCC3)ccc2O1
-7 | CSc1ccc(CN2CCC(C)(Oc3ccccc3C)C2)cc1 (stereo not drawn)
-2 | COc1ccc(NC(=O)C(c2ccccc2)n2c(=O)c(-c3cc4ccccc4[nH]3)nc3ccccc32)cc1 (stereo not drawn)
-3 | CC(C)C(=O)N1CCC1(C)C(=O)Nc1cccc(Oc2ccccc2)c1 (stereo not drawn)
-4 | c1ccc(CNc2nc(Oc3ccncc3)c3sccc3n2)cc1
3 | Cc1c(NS(=O)(=O)c2cccc(C(=O)NCc3ccccc3Cl)c2)c(=O)n(-c2ccccc2)n1C
-3 | CCOC(=O)C1(C)CCCN(C(=O)c2c(-c3ccccc3)noc2C)C1 (stereo not drawn)
-4 | O=C(Nc1ccc(C(=O)N2CCCC2)cc1)c1cc(F)c(F)cc1Cl
22* | N#Cc1ccc(CN2CCN(C(=O)CNC(=O)Cc3cccc4ccccc34)CC2)cc1
-5 | C[C@@H]1CN([C@@H](C)CO)C(=O)CCCn2cc(nn2)CO[C@H]1CN(C)S(=O)(=O)c1ccc(-n2cccn2)cc1
-3 | CC(Sc1ncccn1)C(=O)Nc1ccc2c(c1)OCCO2 (stereo not drawn)
-7 | COc1cccc(C(C)(O)c2nc(-c3cccc4cccnc34)cs2)c1 (stereo not drawn)
-6 | NC(=S)N1N=C(c2ccccc2)CC1=O
-4 | Cc1nc(SCC(=O)Nc2c(C)n(C)n(-c3ccccc3)c2=O)c2cnn(-c3ccccc3)c2n1
-4 | CS(=O)(=O)Nc1cccc(-c2cc(NC=O)c3ncc(-c4ccc(F)c(Cl)c4)n3c2)c1
-8 | O=C(C(=O)N1CCC(CNS(=O)(=O)c2ccccc2OC(F)(F)F)CC1)c1cc2ccccc2o1
-2 | CCN1Cc2c(cc(OC)c(OC)c2OC)-c2ccccc2S1(=O)=O
-4 | O=C(Nc1cccc(C(F)(F)F)c1)C1Cc2c(-c3ccc(Cl)cc3)ccnc2O1 (stereo not drawn)
-3 | C=C1CCCC2OC(CC3=CC4/C(C)=C/CC(C)CC(/C=C(\C)C(O)C5CC(O)C(O)C(CCC(O)/C=C/C(C)=C/CCC6=NCCC(C3)C64C)O5)OC(=O)CC3OC(C(O)C1)C(O)C3O)CC(O)C2O (stereo not drawn)
-6 | Cc1c(C)[n+](=O)c(C)c(C)n1[O-]
-3 | COC(=O)CCN1CCC2CC1c1cc(N3CCCCC3)ccc12 (stereo not drawn)
-6 | COc1ccccc1NC(=O)c1ccccc1SCC(=O)N1CCCC1
-6 | CCCCNC(=O)C1c2ccccc2OCC(=O)N1Cc1ccc2c(c1)OCO2 (stereo not drawn)
-5 | CN(C)C(=O)CCc1ccc2c3c([nH]c2c1)[C@]1(CCc2ccccc2)[C@@H](C(=O)N2CCCCC2)C[C@H](CC(=O)NCCCn2ccnc2)C(=O)N1CC3
-9 | CN1/C(=C/C(=O)COC(=O)C2COc3ccccc3O2)C(C)(C)c2ccccc21 (stereo not drawn)
-7 | Cc1c(P(=O)(c2ccccc2)c2ccccc2)c2ccccc2n1C
-3 | C[C@H]1CN([C@@H](C)CO)C(=O)CCCn2nncc2CO[C@H]1CN(C)C(=O)c1ccccc1
-7 | O=C(COC(=O)/C=C/c1cccc(C(F)(F)F)c1)Nc1cccc(S(=O)(=O)NC2=NCCC2)c1
-3 | COc1cc2c(cc1OC)/C(=C/C(=O)OCc1ccccc1)OC2
-1 | C=CCN(C(=O)CSc1nnnn1C)c1nc(-c2ccccc2)cs1
-2 | Cc1cc(C(=O)CCC(=O)N(C)CC2COc3ccccc3O2)c(C)s1 (stereo not drawn)
-5 | COC(=O)c1cc2c([nH]c1=O)CCCC2=O
-6 | CC(C)n1ncc2c(C(=O)NCc3cccnc3)cc(C3CC3)nc21
-7 | Cn1ccc2c(-c3ccc(F)nc3)cc3c(c21)C1CCC3O1 (stereo not drawn)
2 | CCCC1CC(=O)NC1(C(=O)OCC)C(=O)OCC (stereo not drawn)
-4 | COCCCNc1ccn2nc(-c3ccc(CC(C)C)cc3)cc2n1
1 | O=C(O)c1ccc(S(=O)(=O)N2CCCCCCC2)cc1
5 | Cc1cccc(NC(=O)CNC(=O)[C@H](CCc2ccccc2)NC(=O)[C@H]2O[C@@H](n3cnc4c(N)ncnc43)[C@H](O)[C@@H]2O)c1C
-4 | [O-]C1=N[N+](=C(c2ccccc2)c2ccccc2)C1
2 | CN(C)CCNc1ncnc2c1ncn2[C@H]1CN(Cc2ccc3c(c2)OCO3)C[C@@H](CO)O1
-2 | OC(c1cccc(Cl)c1)c1ncc(-c2cccc3ccccc23)[nH]1 (stereo not drawn)
0 | CCN(CC)C(=O)[C@H]1C[C@@H]2[C@H](C[C@@H](c3ccccc3)[C@H]1C)N(c1ccc(F)cc1)C(=O)N2C/C=C(\C)CCC=C(C)C
-5 | COC(=O)c1cc([N+](=O)[O-])c(C)c(C)n1
4 | Nc1sc(-c2ccccc2)cc1C(=O)N1CCNCC1
-6 | N#Cc1cn(Cc2ccco2)c(=O)[nH]c1=O

(listing goes on)
GalR3 antagonist | molecule
-4 | Cc1ccc(S(=O)(=O)N2C3CCCCC3O[C@H]2CC(=O)c2cccc3ccccc23)cc1 (stereo partly drawn)
-8 | N=C(N)SCc1ccc(Cl)c2ccccc12
-7 | NC(=O)c1cccc(-c2ccnc3c2CC(C(=O)NCc2ccc(F)c(F)c2)O3)c1 (stereo not drawn)
0 | C[C@H]1COc2cc(N3CCOCC3)ccc2S(=O)(=O)N1
-8 | CCCCC(=O)N(C)c1c(CC)nc2c(OCC(N)=O)cccn12
-3 | O=C(Nc1cccc(Cl)c1)NN(c1ccccc1)C1CCS(=O)(=O)C1 (stereo not drawn)
-3 | CNc1ncnc2c1cnn2C1CCCCO1 (stereo not drawn)
-7 | COC(=O)N(C)C[C@@H]1OCc2cn(nn2)CCCC(=O)N([C@@H](C)CO)C[C@H]1C
-6 | c1ccc(NN(Cc2ccccn2)c2ccccc2)cc1
-5 | C=CCOc1cccn2c(N(C=O)Cc3ccc(OC)cc3)c(CC)nc12
-5 | COc1ccc(CN2C[C@@H](CO)O[C@@H](n3cnc4c(NCCN(C)C)ncnc43)C2)cc1
-6 | CCCCn1nnnc1C(c1ccc(OC)cc1)N1CCN(C/C=C/c2ccccc2)CC1 (stereo not drawn)
-4 | CCOC(=O)c1ccc(S(=O)(=O)N2CCN(C(=O)c3cc4ccccc4o3)CC2)cc1
-2 | c1cc(CNCCN2CCNCC2)ccn1
-3 | CC(C)c1ccc(NC(=O)Nc2nc(CN)cs2)cc1
-3 | Cn1c(-c2ccccc2)cc(=O)cc1-c1ccccc1
-2 | COC(=O)c1ccc(Cn2c(C)c(C(=O)NCc3cccc([N+](=O)[O-])c3)sc2=O)o1
-6 | CCNC(=O)C1(C)CCN(C(=O)c2ccccc2OC(F)(F)F)C1 (stereo not drawn)
-7 | Cc1cc2nc3c(=O)[nH]c(=O)nc-3n(C[C@H](O)[C@H](O)[C@H](O)CO)c2cc1C
-8 | COc1ccc(C2=NN(C(=O)c3ccco3)C(c3cccs3)C2)cc1OC (stereo not drawn)
3 | O=C(C(=Cc1ccc(O)cc1)c1ccccc1)c1ccccc1
-4 | CC(=O)OCC(=O)C1(O)CCC2C3CCC4=CC(=O)CCC4(C)C3(F)C(O)CC21C (stereo not drawn)
-5 | Cc1ccc(S(=O)(=O)Nc2ccc(Nc3nccn4c(-c5cccc(OC(F)(F)F)c5)cnc34)cc2)cc1
-8 | COc1ccc2nc3n(c(=O)c2c1)-c1ccc(Cl)cc1C(=O)NC3Cc1ccc(O)cc1 (stereo not drawn)
-6 | Cc1cc(C)c2c(=O)n3c(nc2c1)C(CC(C)C)NC(=O)c1cccnc1-3 (stereo not drawn)
-3 | CC1CC(=O)c2ccccc2C1C (stereo not drawn)
-6 | Cc1ccc2ccccc2c1C(O)c1ncc(-c2cccc(F)c2)[nH]1 (stereo not drawn)
-6 | O=S1(=O)C=C[C@@H](COCc2ccccc2)N1Cc1ccc(Br)cc1
-5 | CC(C)[C@@H](N)C(=O)NC[C@H]1O[C@@H](n2cnc3c(N)ncnc32)[C@H](O)[C@@H]1O
-4 | CN(C)c1ccc(C=c2c3ccccc3n3c2c2ccccc2[n+]3C)cc1
3 | CCCC1(c2ccsc2)NC(=O)NC1=O (stereo not drawn)
-10 | CC(C)(C)CNC(=O)C1(C)CCN1C(=O)c1ccccc1CCc1ccccc1 (stereo not drawn)
-8 | CCN(CC)CCCNc1cc(C)c(C#N)c2nc3ccccc3n12
-5 | CSc1ncnc2[nH]ccc12
-2 | CCSC1C(=O)N(C)C(SCC)C(=O)N1C (stereo not drawn)
-8 | CC(OC(=O)Nc1ccccc1)C(=O)OC1CCCCC1 (stereo not drawn)
-4 | C=CCn1c(=O)/c(=C/c2ccc(Cl)cc2)s/c1=C(\C#N)c1nnc2n1CCCCC2
-5 | C1CCC(NC2=NCCO2)CC1
-3 | Cc1cccc(NC(=O)CSc2nc(=O)n(CCCN3CCOCC3)c3c2CCCC3)c1C
-6 | O=C(c1ccc(C(F)(F)F)cc1)N1CCC(=O)N([C@H](COCc2ccc(C(F)(F)F)cc2)Cc2ccccc2)CC1
-5 | C=CC[C@]12C[C@@]3(O[C@H](c4ccc(C(F)(F)F)cc4)N=C3C[C@H](c3ccc(OC)cc3)[C@H]1C)N(C1CCN(Cc3ccccc3)CC1)C2=O
-7 | Cc1cn([C@H]2C[C@H](O)[C@@H](/C=C/C(=O)NCc3ccc(N(C)C)cc3)O2)c(=O)[nH]c1=O
-5 | O=C1[C@H]2[C@@H](c3ccccc3)N[C@]3(CCCN(CC4CCCCC4)C3=O)[C@H]2C(=O)N1Cc1ccccc1
-9 | COc1cccc(Nc2nc(C(N)Cc3ccccc3)cs2)n1 (stereo not drawn)
-8 | Cc1ccc(OCc2cc(C(=O)N3CCCC(C)C3)no2)cn1 (stereo not drawn)
-4 | COC(=O)[C@]12CCCCC=C1N(Cc1ccccc1)C(=O)[C@H](CC(=O)N1CCC(c3ccccc3)CC1)C2
-4 | CN(Cc1ccccc1)C(=O)c1cccc(NC(=O)Cc2ccc(NC(=O)C3CCCN(C(=O)C4CCCCC4)C3)cc2)c1 (stereo not drawn)
-7 | Cc1ccc(C(=O)N2CCN(C/C=C/c3ccccc3)CC2)cc1S(=O)(=O)N1CCOCC1
-6 | O=C(Nc1ccccc1)c1cc(C2COCCN2C(=O)C2CC2)on1 (stereo not drawn)
-5 | O=C(OCc1cn([C@H]2CN(CC3CCCCC3)[C@@H](c3ccc(Cl)cc3)C[C@@H]2O)nn1)c1ccccc1

Ordered by value in GalR3 antagonist (lowest first): 3 from the list above
GalR3 antagonist | molecule
-6 | O=C(c1ccc(C(F)(F)F)cc1)N1CCC(=O)N([C@H](COCc2ccc(C(F)(F)F)cc2)Cc2ccccc2)CC1
-5 | CSc1ncnc2[nH]ccc12
-3 | CC1CC(=O)c2ccccc2C1C (stereo not drawn)

Continued:
GalR3 antagonist | molecule
-2 | CCCCNC(=O)c1nc(C2CCN(S(=O)(=O)c3ccc(F)c(F)c3)CC2)oc1-c1ccccc1
-4 | CCc1nc2c(OCc3cc(Cl)cc(Cl)c3)cccn2c1N(C)C(=O)c1ccc(OC)cc1
-7 | CN(C)C(CNC(=O)c1cc(Br)c(Br)s1)c1ccco1 (stereo not drawn)
-7 | CCN(CC)S(=O)(=O)c1ccc(C(=O)NC(=S)N2CCN(c3ccccc3O)CC2)cc1
0 | Nc1ccc2c(Cl)cc(Cl)cc2c1
-6 | CCN(CC)C(=O)[C@H]1C[C@H](CC(=O)NCC23CC4CC(CC(C4)C2)C3)C(=O)N2CCc3c([nH]c4cc(-c5ccco5)ccc34)[C@]12C
-7 | CN1OC[C@@H]2CN(C(=O)CCc3ccccc3)[C@H](c3cccc(Oc4ccccc4)c3)C[C@@H]21

Filtered by structure, the entries above containing a Cl atom.
GalR3 antagonist | molecule
-5 | CC(C)CC1C(=O)N(Cc2cn(CCC3OCCCO3)nn2)CCS(=O)(=O)N1Cc1ccc(-c2ccc(Cl)nc2)cc1 (stereo not drawn)
-5 | Cc1ccc(-c2c(C(=O)c3ccc(Br)cc3)[nH]c(N)c2C(=O)NCc2ccc(Cl)cc2)cc1
3 | Cc1c(NS(=O)(=O)c2cccc(C(=O)NCc3ccccc3Cl)c2)c(=O)n(-c2ccccc2)n1C
-4 | O=C(Nc1ccc(C(=O)N2CCCC2)cc1)c1cc(F)c(F)cc1Cl
-4 | CS(=O)(=O)Nc1cccc(-c2cc(NC=O)c3ncc(-c4ccc(F)c(Cl)c4)n3c2)c1
-4 | O=C(Nc1cccc(C(F)(F)F)c1)C1Cc2c(-c3ccc(Cl)cc3)ccnc2O1 (stereo not drawn)
-2 | OC(c1cccc(Cl)c1)c1ncc(-c2cccc3ccccc23)[nH]1 (stereo not drawn)
-8 | N=C(N)SCc1ccc(Cl)c2ccccc12
-3 | O=C(Nc1cccc(Cl)c1)NN(c1ccccc1)C1CCS(=O)(=O)C1 (stereo not drawn)
-8 | COc1ccc2nc3n(c(=O)c2c1)-c1ccc(Cl)cc1C(=O)NC3Cc1ccc(O)cc1 (stereo not drawn)
-4 | C=CCn1c(=O)/c(=C/c2ccc(Cl)cc2)s/c1=C(\C#N)c1nnc2n1CCCCC2
-5 | O=C(OCc1cn([C@H]2CN(CC3CCCCC3)[C@@H](c3ccc(Cl)cc3)C[C@@H]2O)nn1)c1ccccc1
-4 | CCc1nc2c(OCc3cc(Cl)cc(Cl)c3)cccn2c1N(C)C(=O)c1ccc(OC)cc1
0 | Nc1ccc2c(Cl)cc(Cl)cc2c1

Compound activity from PubChem.
